# Compound activity as filed in PubChem.
# PLAP inhibitors HTS – PLAP enzyme inhibitors, biochemical, luminescence, HTS (AID 690); purified PLAP, luminescent substrate; higher % means a stronger effect; inhibition, % at 20 µM; hits with a dose series show IC50 in µM; actives 0.08% (n = 96,000); in the data active = a potency from the dose series; inactive = the rest, 99 in 100 with inhibition below about 30%; note: strong numbers were not always called active
# MRP resist rev – MRP-mediated drug resistance reversal; H69AR cells + 2 uM doxorubicin, CellTiter-Glo, 72 h; actives 0.04% (n = 85,000); differential viability (reversal), % at 10 µM;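 active = viability drop by adding the cancer drug above about 55%, with treated viability meeting a 40% cutoff, limit read from the data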;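 note: viability without doxorubicin minus viability with 2 µM doxorubicin for each compound; larger differential means the compound sensitizes cells more to doxorubicin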
# IL1B NFkB inh – blocks IL-1B driven NFkB nuclear translocation in HUVEC cells. inhibition, % at 2 µM. actives 0.43% (n = 94,000). HUVEC IL-1B NFkB p65 nuclear translocation imaging. AID 796;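 active = inhibition above about 30% together with a positive call from visual inspection of the well image, limit read from the data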;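 note: nuclear over cytoplasmic p65 intensity ratio measured by imaging; 0% = IL-1B stimulated DMSO wells and 100% = unstimulated DMSO wells; values of inactives mirror those of a sister screen read the other way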
# NFkB transloc pot – enhances IL-1B driven NFkB nuclear translocation; HUVEC IL-1B NFkB p65 nuclear translocation imaging; activation, % at 2 µM; actives 0.3% (n = 94,000);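 active = activation above 40%, about the mean plus 3 SD, also judged a hit on visual image review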;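 note: percent activation is computed from the nuclear over cytoplasmic p65 intensity ratio; values of inactives mirror those of a sister screen read the other way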
# Bcl-B displacement – displacers of TR3 peptide from Bcl-B, primary screen, selectivity assay for Bfl-1 inhibitor project, biochemical, fluorescence polarization; FP displacement of FITC-TR3 peptide from Bcl-B; higher % means a stronger effect; displacement, % at 20 µM, or IC50 in µM where a hit was titrated; actives 0.11% (n = 96,000); AID 748;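 active = displacement above 50% at 20 µM plus a fluorescence interference ratio under 1.5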;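 note: plate controls were wells without compound for no effect and wells lacking Bcl-B protein for full effect; a part of the inactive calls stands beside numbers as strong as those of hits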
# MRP resist rev cytotoxicity – second read-out of MRP resist rev, no call of its own (marks repeat the call); viability, %; H69AR cells, CellTiter-Glo, 72 h; measured here: cytotoxicity without doxorubicin
# MRP resist rev with doxorubicin – recorded beside MRP resist rev, whose call it bears; viability, %; measured here: viability with 2 uM doxorubicin; hits give low values
# IL1B NFkB inh cell count 2 µM – also measured in IL1B NFkB inh; calls as there; cell count; measured here: cells passing quality filter;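 raw number of nuclei counted in each imaged well without normalization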
# NFkB transloc pot cell count 2 µM – recorded beside NFkB transloc pot, whose call it bears; cell count; measured here: cells passing quality filter
# * marks the source's active call; other numbers are inactive results; nt = not tested or not shown. Only part of the results is shown, so the mix of outcomes need not match the whole.
SMILES,PLAP inhibitors HTS,MRP resist rev,MRP resist rev cytotoxicity,MRP resist rev with doxorubicin,IL1B NFkB inh,IL1B NFkB inh cell count 2 µM,NFkB transloc pot,NFkB transloc pot cell count 2 µM,Bcl-B displacement
COc1cccc(NC(=O)C2CCCN2C(=O)Nc2cccc(F)c2)c1 (stereo not drawn),nt,-4.6,80.1,84.7,-5.8,107,5.8,107,nt
CCCCCCn1c(SCC(=O)c2ccccc2)nc2c1c(=O)[nH]c(=O)n2C,-6.7%,nt,nt,nt,1.9,52,-1.9,52,3.0%
Cc1cc2ncc(C(=O)Nc3ccccc3)c(C)n2n1,22.6%,-21.0,56.6,77.6,-8.2,132,8.2,132,-3.5%
CC1CCC(C(C)C)C(OC(=O)C2=C3c4ccccc4S(=O)(=O)N3CC2)C1 (stereo not drawn),nt,-1.5,76.1,77.5,2.8,129,-2.8,129,nt
COCCn1c(Cc2ccccc2)nnc1SCC(=O)N(C)C,23.0%,16.0,88.6,72.6,-1.7,96,1.7,96,0.3%
O=c1[nH]c(SCc2nc3ccccc3n2Cc2ccccc2)nc2ccccc12,5.5%,nt,nt,nt,9.0,151,-9.0,151,-8.9%
Cc1c(Nc2cc(=O)oc3ccccc23)c(=O)n(-c2ccccc2)n1C,9.5%,15.3,93.2,77.9,nt,nt,nt,nt,0.2%
CCn1c(CC(=O)Nc2ccc(C)cc2)nnc1SCC(=O)Nc1nc(C)cs1,2.6%,17.4,111.1,93.7,2.5,142,-2.5,142,-13.8%
COc1ccc(N2CCN(C(=O)CSc3nnc4c(C)cc5cc(C)ccc5n34)CC2)cc1,-36.6%,nt,nt,nt,24.5,8,-24.5,8,-2.3%
COC(=O)c1ccc(NC(=O)c2ccccc2SC)cc1,31.1%,9.5,91.7,82.2,4.9,177,-4.9,177,-7.9%
CCOc1ccc(N2C(=O)CC(N3CCN(C(=O)CN4CCCC4)CC3)C2=O)cc1 (stereo not drawn),-70.6%,-7.9,97.1,105.0,-3.7,96,3.7,96,10.2%
CCCC(=O)N1CCCC(c2nc(-c3cccs3)no2)C1 (stereo not drawn),12.2%,4.8,95.0,90.2,-19.7,71,19.7,71,-7.6%
CN1C(c2ccc(F)cc2)=CS/C1=C(\C#N)c1nnc2n1-c1ccccc1SC2,9.1%,-9.6,62.1,71.7,-5.8,94,5.8,94,-11.2%
O=C(Nc1nc(-c2ccncc2)cs1)C1COc2ccccc2O1 (stereo not drawn),16.5%,-7.8,54.5,62.3,-2.7,38,2.7,38,-1.2%
CC1CCN(CCCNC(=O)c2coc3nc4ccccc4nc23)CC1,-66.7%,15.6,106.2,90.6,-1.6,161,1.6,161,3.9%
O=C(Nc1ccccc1N1CCN(c2ccc(F)cc2)CC1)C1CCCCC1,3.5%,15.3,99.2,83.9,-2.8,117,2.8,117,3.1%
c1ccc(CSc2nnc(-c3cccs3)o2)cc1,16.5%,13.6,108.7,95.1,-12.8,103,12.8,103,1.1%
CC(=O)N(CN1C(=O)C2CC=CCC2C1=O)c1cccc(Cl)c1 (stereo not drawn),-49.9%,-8.1,91.7,99.8,-2.0,183,1.9,183,71.6%
CC1NC(=O)NC1CCCCCC(=O)NCCc1ccccc1 (stereo not drawn),-51.2%,12.0,102.4,90.5,-10.1,76,10.1,76,0.0%
COCCCNC(=O)c1c(F)c(F)c(F)c(F)c1F,10.3%,-3.5,95.5,99.0,nt,nt,nt,nt,-5.9%
S=c1[nH]c2cc(Cl)ccc2s1,10.6%,0.9,83.2,82.3,-11.4,160,11.4,160,5.6%
Cc1ccc2c(c1)cc(CN(Cc1ccco1)S(=O)(=O)c1ccccc1)c1nnnn12,-0.6%,-4.1,65.1,69.2,1.2,161,-1.2,161,2.2%
O=C(NCc1ccccc1)C(c1cccs1)N(C(=O)c1csnn1)C1CC1 (stereo not drawn),7.8%,11.2,102.8,91.6,15.5,114,-15.5,114,0.4%
CCN(CC)C(=O)CSc1ncnc2c1cnn2Cc1ccccc1,-6.5%,7.6,88.0,80.4,-1.1,170,1.1,170,-8.4%

# Profiles, looked up by structure:
# CCCC(=O)N1CCCC(c2nc(-c3cccs3)no2)C1 (stereo not drawn) is listed as PLAP inhibitors HTS: 12.2%; MRP resist rev: 4.8; MRP resist rev cytotoxicity: 95.0; MRP resist rev with doxorubicin: 90.2; IL1B NFkB inh: -19.7; IL1B NFkB inh cell count 2 µM: 71; NFkB transloc pot: 19.7; NFkB transloc pot cell count 2 µM: 71; Bcl-B displacement: -7.6%
# COCCn1c(Cc2ccccc2)nnc1SCC(=O)N(C)C is listed as PLAP inhibitors HTS: 23.0%; MRP resist rev: 16.0; MRP resist rev cytotoxicity: 88.6; MRP resist rev with doxorubicin: 72.6; IL1B NFkB inh: -1.7; IL1B NFkB inh cell count 2 µM: 96; NFkB transloc pot: 1.7; NFkB transloc pot cell count 2 µM: 96; Bcl-B displacement: 0.3%

# The list goes on.
SMILES,PLAP inhibitors HTS,MRP resist rev,MRP resist rev cytotoxicity,MRP resist rev with doxorubicin,IL1B NFkB inh,IL1B NFkB inh cell count 2 µM,NFkB transloc pot,NFkB transloc pot cell count 2 µM,Bcl-B displacement
O=C(N/N=C/c1c[nH]c2ccc(Br)cc12)c1ccn(Cc2ccc(Cl)cc2)n1,-1.5%,nt,nt,nt,23.6,107,-23.6,107,-13.7%
Cc1ccc(/C=N/NC(=O)CSc2nc3nc(C)cc(C)n3n2)cc1,9.9%,nt,nt,nt,1.5,172,-1.5,172,-5.9%
COc1ccc(C2=Nc3cc(C)ccc3OC2)cc1,2.6%,2.2,82.9,80.7,-10.4,164,10.4,164,-5.3%
CC(=O)Nc1ccc(S(=O)(=O)N2CCN(C3CCCCCCC3)CC2)cc1,-62.4%,14.1,97.9,83.8,2.4,122,-2.4,122,15.7%
CC1Cc2nc(SCC(=O)NCCc3ccccc3)n(C)c(=O)c2S1 (stereo not drawn),nt,nt,nt,nt,-5.0,67,5.0,67,nt
O=C(c1ccccn1)N(Cc1cc2ccccc2[nH]c1=O)C1CCCCC1,-11.3%,11.1,92.6,81.5,-2.8,151,2.8,151,6.4%
O=C(NCC1CCCO1)c1onc(CSc2ccccc2)c1C(=O)O (stereo not drawn),12.8%,nt,nt,nt,3.4,167,-3.4,167,-10.0%
CC(C)(C)SCCNC(=O)CN(c1ccc(F)c(Cl)c1)S(C)(=O)=O,-6.5%,-12.9,88.0,100.8,3.1,135,-3.1,135,-0.4%
O=C(CCn1cccc1)Nc1cccc(F)c1,0.0%,-15.3,67.3,82.6,-1.8,95,1.8,95,2.7%
Cc1nnc(SCC(=O)NCc2ccccc2)[nH]c1=O,12.7%,2.4,99.5,97.1,4.9,113,-4.9,113,-5.3%
CC1(C)CC(=O)CC(=Nc2ccc3[nH]c(=O)[nH]c3c2)C1,10.8%,-6.8,96.4,103.2,nt,nt,nt,nt,-10.1%
O=C(Nc1cc(C(F)(F)F)ccc1N1CCOCC1)c1c(F)c(F)c(F)c(F)c1F,10.6%,8.2,75.5,67.3,-3.2,93,3.2,93,-11.0%

# Given tab-delimited: part of the list above.
smiles	PLAP inhibitors HTS	MRP resist rev	MRP resist rev cytotoxicity	MRP resist rev with doxorubicin	IL1B NFkB inh	IL1B NFkB inh cell count 2 µM	NFkB transloc pot	NFkB transloc pot cell count 2 µM	Bcl-B displacement
O=C(c1ccccn1)N(Cc1cc2ccccc2[nH]c1=O)C1CCCCC1	-11.3%	11.1	92.6	81.5	-2.8	151	2.8	151	6.4%
O=C(NCC1CCCO1)c1onc(CSc2ccccc2)c1C(=O)O (stereo not drawn)	12.8%	nt	nt	nt	3.4	167	-3.4	167	-10.0%
CC(C)(C)SCCNC(=O)CN(c1ccc(F)c(Cl)c1)S(C)(=O)=O	-6.5%	-12.9	88.0	100.8	3.1	135	-3.1	135	-0.4%
O=C(CCn1cccc1)Nc1cccc(F)c1	0.0%	-15.3	67.3	82.6	-1.8	95	1.8	95	2.7%

# Additional structures follow:
SMILES,PLAP inhibitors HTS,MRP resist rev,MRP resist rev cytotoxicity,MRP resist rev with doxorubicin,IL1B NFkB inh,IL1B NFkB inh cell count 2 µM,NFkB transloc pot,NFkB transloc pot cell count 2 µM,Bcl-B displacement
O=C1c2ccccc2NC(c2ccc(O)cc2)N1Cc1ccco1 (stereo not drawn),-9.8%,-4.0,107.0,111.0,7.8,150,-7.8,150,3.1%
CC(C)Cc1nnc(NS(=O)(=O)Cc2ccccc2)s1,-42.6%,-2.6,103.7,106.3,-14.2,185,14.2,185,-2.4%
CCN(CC)S(=O)(=O)c1ccc(C(=O)Oc2ccc3c(c2)OCO3)cc1,10.1%,-6.5,69.5,76.0,2.8,166,-2.8,166,-1.9%
CCOC(=O)c1ccc(NC(=O)CN2C(=O)CCC2=O)cc1,nt,14.0,116.7,102.6,6.6,123,-6.6,123,nt
CC(C)NC(=O)c1cc(-c2ccco2)on1,-2.2%,15.3,97.8,82.4,-4.7,109,4.7,109,4.3%
Cc1ccc(C)c(N2CCN(S(=O)(=O)c3ccc4c(c3)OCCO4)CC2)c1,-10.5%,4.8,95.6,90.8,-5.9,156,5.9,156,-6.9%
CCOC(=O)N1CCN(C(=O)c2oc3ccc(S(=O)(=O)N4CC(C)CC(C)C4)cc3c2C)CC1 (stereo not drawn),-27.7%,4.2,74.0,69.8,-0.7,176,0.7,176,-1.2%
COc1ccccc1OC(C)c1nnc(SCC(=O)Nc2c(C)n(C)n(-c3ccccc3)c2=O)n1-c1ccccc1 (stereo not drawn),-26.9%,nt,nt,nt,-24.5,173,24.5,173,-4.2%
COc1ccc2c(C)nc(Nc3nc(C)cc(=O)[nH]3)nc2c1,nt,-4.5,22.7,27.1,6.8,125,-6.8,125,nt
CS(=O)(=O)N(CC(=O)N1CCOCC1)Cc1ccc(Cl)cc1,-26.5%,-1.7,88.7,90.4,0.3,165,-0.3,165,-0.3%
O=S(=O)(c1cccs1)n1cnc2ccccc21,-7.1%,nt,nt,nt,11.2,103,-11.2,103,-5.4%
Cc1ccc(NC(=O)NC(=O)CSc2nnnn2C)c(C)c1,27.0%,-18.3,72.3,90.7,13.7,84,-13.7,84,12.5%
Cc1ccc(OCC(O)CN2CCN(CC(O)COc3ccc(C)cc3)CC2)cc1 (stereo not drawn),-71.3%,-3.5,90.6,94.1,-2.5,60,2.5,60,-10.7%
COc1ccc(C2(O)CCN(C(=O)Cc3cccnc3)CC2)cc1,2.3%,-3.2,105.0,108.2,nt,nt,nt,nt,-2.6%
COc1ccccc1NC(=O)N1CCN(c2cccc(C(F)(F)F)c2)CC1,19.5%,27.2,102.6,75.3,-2.6,141,2.6,141,2.0%
Cc1nc(SCC(=O)N2CCCc3ccccc32)c2oc3ccccc3c2n1,-4.7%,0.3,71.3,71.0,11.9,112,-11.9,112,5.2%
COc1ccc(CCNC(=O)C(=O)NCc2ccc(C(C)C)cc2)cc1OC,-23.2%,nt,nt,nt,7.6,127,-7.6,127,-4.9%
COCCn1c(COc2cccc(OC)c2)nnc1SCC(=O)N1CCOCC1,4.8%,-5.7,82.5,88.2,8.8,110,-8.8,110,0.9%
CC(=O)N(CCN(C(C)=O)c1ccccc1)c1ccccc1,-19.7%,13.4,100.0,86.6,-12.2,135,12.2,135,-1.8%
COCn1c(COc2ccc3ccccc3c2)nc2ccccc21,nt,6.8,87.2,80.3,-1.5,84,1.5,84,nt
CS(=O)(=O)N(CC(=O)Nc1cc(Cl)ccc1Cl)c1ccccc1Cl,19.8%,nt,nt,nt,2.8,144,-2.8,144,6.3%
O=C(Nc1ccccn1)c1ccc2ccccc2n1,-11.8%,nt,nt,nt,-3.7,139,3.7,139,8.3%
O=C(Cn1cnc2c(cnn2-c2ccccc2)c1=O)NCCc1ccccc1,nt,-2.3,100.2,102.5,-12.2,127,12.2,127,nt
COc1cccc(C(=O)Nc2cccc(SC)c2)c1,28.1%,-26.3,44.5,70.8,-11.5,206,11.5,206,-3.6%
CC1(C)CNC(=O)c2sc(N3CCOCC3)nc2C1,8.5%,6.3,62.2,55.9,-5.0,80,5.0,80,-4.3%
O=C(CSc1nc(O)c(Cc2ccccc2)c(=O)[nH]1)Nc1ccccc1,10.4%,5.5,103.6,98.0,-5.4,147,5.4,147,-11.7%
COc1ccc(-c2nc(-c3ccncc3)no2)cc1OC,-48.9%,-3.9,90.6,94.5,nt,nt,nt,nt,4.7%
